Screens (PubChem)
N370S GC mod = N370S glucocerebrosidase modulation, Gaucher chaperone candidate | P04062 | N370S GC spleen homogenate, 4MU-glucoside fluorescence | Potency, µM (highest dose often 59.4 µM), for inactives: top-dose activity change, negative = inhibition, usual class: inhibitors | hit rate 0.092% among 330,000 | AID 2101;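 also: 0% = full enzyme activity and -100% = no enzyme basal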
FEN1 inhibitor = blocks human flap endonuclease 1; Recombinant FEN1 flap cleavage, fluorescence, 15 min; Potency, µM (top dose mostly 114 µM), inactives show at the top dose activity change, negative = inhibition, actives largely listed as inhibitors; hit rate 0.35% among 390,000; also: nearly all actives have a fitted effect of over 65% in size
Target sequence (P39748 whole entry, looked up): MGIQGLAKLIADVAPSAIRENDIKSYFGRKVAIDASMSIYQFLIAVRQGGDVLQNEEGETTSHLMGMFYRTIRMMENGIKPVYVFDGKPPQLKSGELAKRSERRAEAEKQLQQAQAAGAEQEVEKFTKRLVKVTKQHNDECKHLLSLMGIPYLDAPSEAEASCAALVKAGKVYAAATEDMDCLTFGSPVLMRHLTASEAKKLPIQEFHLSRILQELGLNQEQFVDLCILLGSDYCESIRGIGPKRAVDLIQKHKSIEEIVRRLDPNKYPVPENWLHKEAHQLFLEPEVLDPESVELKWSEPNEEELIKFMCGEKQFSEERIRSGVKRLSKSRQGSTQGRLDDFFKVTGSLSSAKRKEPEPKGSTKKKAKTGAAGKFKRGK
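In this screen, 50 nM flap DNA substrate was added to 10 nM FEN1 pretreated with compound for 15 min at room temperature; cleavage was followed with reads at 0 and 15 min, and Hill fitting gave concentration–response parameters.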
TDP1 inh = TDP1 (human) enzyme inhibition; Q9NUW8; recombinant TDP1, AlphaScreen DNA substrate cleavage; Potency, µM (series often up to 130 µM), for inactives: top-dose activity change, negative = inhibition, usual class: inhibitors; hit rate 0.28% among 350,000; also: nearly all actives have a fitted effect of over 40% in size
Target sequence (Q9NUW8 whole entry, looked up): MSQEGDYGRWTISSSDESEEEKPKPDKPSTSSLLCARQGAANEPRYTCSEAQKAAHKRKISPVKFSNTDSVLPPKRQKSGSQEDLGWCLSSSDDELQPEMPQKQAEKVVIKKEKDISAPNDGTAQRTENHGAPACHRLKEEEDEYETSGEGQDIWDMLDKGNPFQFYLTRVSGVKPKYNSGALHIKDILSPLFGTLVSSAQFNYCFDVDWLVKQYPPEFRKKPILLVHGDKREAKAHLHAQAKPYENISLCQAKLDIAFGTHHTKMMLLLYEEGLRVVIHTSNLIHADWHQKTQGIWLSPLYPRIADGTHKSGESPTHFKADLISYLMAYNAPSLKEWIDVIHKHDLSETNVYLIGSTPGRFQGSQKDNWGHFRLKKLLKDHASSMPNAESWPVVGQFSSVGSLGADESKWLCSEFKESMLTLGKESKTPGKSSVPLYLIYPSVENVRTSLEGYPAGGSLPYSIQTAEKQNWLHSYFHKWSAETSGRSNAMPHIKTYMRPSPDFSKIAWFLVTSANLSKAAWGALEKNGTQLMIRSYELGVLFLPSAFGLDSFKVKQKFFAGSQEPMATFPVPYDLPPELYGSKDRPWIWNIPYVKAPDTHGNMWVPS
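AlphaScreen read-out: signal falls as enzyme removes the 3' tyrosine-FITC from a 5'-biotinylated DNA oligo (15 nM, 5 min, RT). Enzyme was E. coli-made recombinant Tdp1 at 1 nM, exposed to compound for 15 min beforehand; beads 10 ug/ml, 10 min.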
The depositor's hits bear a star; & = joins results of further samples; [ ] = dose if it differs, or a comment. Calls follow the shape of the dose curve; as a rule, active = well fitted curve in the direction sought with a large enough effect; inconclusive = small, poorly fitted or top-dose-only effect, or another doubt; inactive = no such curve, though single readings can be large; an effect the other way counts as inactive or inconclusive. Unless noted, % is scaled to controls: 0 for no effect and ±100 for the full control effect; potency is read from the fitted curve at half-maximal effect. Random draw from the library; any-hit rate near 0.57%.

Screening CCOC(=O)NC(Nc1sc2c(c1C(=O)OC)CCN(C)C2)(C(F)(F)F)C(F)(F)F returned N370S GC mod 4%, FEN1 inhibitor -6% and TDP1 inh 4%.
`CCOc1ccc(OCCC(=O)OCC(=O)c2c(N)n(C)c(=O)n(C)c2=O)cc1` gave N370S GC mod -2%, FEN1 inhibitor 3% and TDP1 inh -6%.
For Cc1cc(NS(=O)(=O)c2ccc(NC(=O)CCCOc3ccccc3C)cc2)no1 the results were N370S GC mod -17% and FEN1 inhibitor 15%.
For O=C(NN=C1C2CC3CC(C2)CC1C3)c1cccs1 the results were N370S GC mod -28%, FEN1 inhibitor -6% and TDP1 inh 3%.
For CCOC(=O)[C@H]1[C@H]2COc3ccc(Cl)cc3[C@@H]2N2C(=O)CN(Cc3ccc(OC)cc3)C(=O)[C@@]12C the results were FEN1 inhibitor -23% and TDP1 inh 2%.
`COc1ccc(Cc2nnc(SCC(=O)NC(C)c3ccccc3)o2)cc1` (stereo not given) gave N370S GC mod 14%, FEN1 inhibitor -10% and TDP1 inh 2%.
`O=C1NN(c2ccccc2)C(=O)/C1=C/c1ccc(-c2ccc(C(=O)O)cc2)o1` gave N370S GC mod 4% and FEN1 inhibitor 50µM*.
For CC(=O)c1cccc(NC(=O)CCc2nnc3ccc(N4CCN(C)CC4)nn23)c1 the results were N370S GC mod -6%, FEN1 inhibitor -17% and TDP1 inh 3%.
O=C(O)CCCCCCCCc1cn(Cc2ccc(C(=O)c3ccccc3)cc2)nn1 was read as N370S GC mod -1% and FEN1 inhibitor -16%&-2%.
For O=C(c1cccc([N+](=O)[O-])c1)N1CCCN(C(=O)c2cccc([N+](=O)[O-])c2)CC1 the results were N370S GC mod -8%, FEN1 inhibitor -1% and TDP1 inh 5%.
`O=C(OCC(=O)N1CCCc2ccccc21)c1ccc(Br)o1` gave N370S GC mod 20%, FEN1 inhibitor -4% and TDP1 inh 4%.
`Cc1ccc(S(=O)(=O)Nc2cc(C)c(O)cc2C)cc1` gave N370S GC mod -9%, FEN1 inhibitor -11% and TDP1 inh 4%.
For CCOC(=O)C(=O)/C(C#N)=C/Nc1ccc(F)cc1 the results were N370S GC mod 6%, FEN1 inhibitor -1% and TDP1 inh -7%.
For CCOCCOC(=O)c1ccc(-n2cncn2)nc1 the results were FEN1 inhibitor -3% and TDP1 inh -8%.
COc1ccc2c(c1)OC1(C)CC2C(C(=O)c2ccccc2OC)C(=O)N1 (stereo not given) was read as N370S GC mod 6%, FEN1 inhibitor 19% and TDP1 inh 3%.
Screening Cc1cccc(NC(=O)CN(C)C(=O)c2ccc3ccccc3n2)c1C returned N370S GC mod 1%, FEN1 inhibitor 7% and TDP1 inh -7%.
`Cn1nc(C(F)(F)F)c(-c2cccc(C(F)(F)F)c2)c1NC(=O)c1ccco1` gave N370S GC mod 5%, FEN1 inhibitor -20% and TDP1 inh 0%.
`COC(=O)[C@@]1(Cc2ccccc2)[C@H]2c3cc(C(=O)N4CCCC4)n(CCc4ccccn4)c3C[C@H]2CN1C(=O)c1ccccc1` gave N370S GC mod -1% and TDP1 inh 11%.
`Cc1ccc(S(=O)(=O)NC2=C(N3CCN(c4ccccc4F)CC3)C(=O)c3ccccc3C2=O)cc1` gave N370S GC mod 27%, FEN1 inhibitor -6%&-11% and TDP1 inh 10%.
For CC1CC1C(=O)OCC(=O)Nc1cccc(F)c1 (stereo not given) the results were FEN1 inhibitor 45%[activator] and TDP1 inh -1%[56.1 µM].
Screening CCN(CC(=O)Nc1cc(Cl)ccc1Cl)C(=O)c1ccc(-n2cccn2)cc1 returned FEN1 inhibitor 7% and TDP1 inh -1%.
CCN(CC)CCCNC1=C(Cl)C(=O)c2ccccc2C1=O was read as N370S GC mod -3% and FEN1 inhibitor -28%.
`Cc1nc2ccc(NC(=O)Cc3ccsc3)cc2s1` gave N370S GC mod 1%, FEN1 inhibitor 3% and TDP1 inh 1%.
For COc1cccc(OCC(O)CNC(=O)c2oc3ccc(C)cc3c2C)c1 (stereo not given) the results were N370S GC mod 2%, FEN1 inhibitor -17% and TDP1 inh 3%.
`CC(=O)Nc1ccc(NC(=O)CSc2nnc(-c3cccs3)n2N)cc1` gave N370S GC mod -14% and FEN1 inhibitor -2%.
`O=C(O)c1ccnc(Cl)c1` gave N370S GC mod 5%, FEN1 inhibitor 0% and TDP1 inh 2%.
Cc1c(NC(=O)CSc2nc(-c3ccco3)cc(C(F)(F)F)n2)c(=O)n(-c2ccccc2)n1C was read as N370S GC mod 5%, FEN1 inhibitor 1% and TDP1 inh 3%.
Screening COc1ccc(S(=O)(=O)Nc2cccc3c2O[C@H](CN(C)C(=O)Nc2c(C)noc2C)[C@@H](C)CN([C@H](C)CO)C3=O)cc1 returned FEN1 inhibitor 1% and TDP1 inh 0%.
COC(=O)c1sccc1NC(=O)Nc1ccc(Cl)c(Cl)c1 was read as N370S GC mod -1%, FEN1 inhibitor -3% and TDP1 inh 6%.
For COCCn1c(C)cc(O)c(C(c2ccccc2OC)N2CCCCC2)c1=O (stereo not given) the results were FEN1 inhibitor -3% and TDP1 inh 3%.
For Cc1ccc(C)c(NC(=O)CCC(=O)NN=C2CCCC2)c1 the results were N370S GC mod -6%, FEN1 inhibitor -4% and TDP1 inh 1%.
For OC1CCN(Cc2ccc(OCc3ccccc3)cc2)CC1 the results were N370S GC mod -1% and FEN1 inhibitor 4%.
`Cc1c(NC(C)c2cc(Cl)ccc2O)c(=O)n(-c2ccccc2)n1C` (stereo not given) gave N370S GC mod 0%[12.8 µM], FEN1 inhibitor 1% and TDP1 inh -8%.
`Cc1nc2c(C(=O)NCCc3ccccc3Cl)c[nH]n2c(=O)c1Cl` gave N370S GC mod 23%, FEN1 inhibitor -16% and TDP1 inh 6%.
Screening CCN(CC)c1ccc(NC(=O)COC(=O)CCC(=O)c2ccc(F)cc2)cc1 returned N370S GC mod -5%, FEN1 inhibitor -2% and TDP1 inh 8%.
CCOC(=O)C1=C(CS(=O)(=O)c2ccc(F)c(C)c2)NC(=O)NC1c1ccc(F)c(F)c1 (stereo not given) was read as FEN1 inhibitor -9% and TDP1 inh 1%.
For CC(C)C[C@@H](CC(=O)N[C@@H](CCCN)CC(=O)N[C@@H]1CCCC[C@H]1C(=O)N[C@H](CC(=O)N[C@@H](CCC(=O)O)CC(=O)O)Cc1ccccc1)NC(=O)[C@@H]1CNCC[C@H]1N the results were N370S GC mod 9% and TDP1 inh 2%.
For COc1ccc(CC(=O)Nc2ccc(C(=O)O)cc2NC(=O)Cc2ccc(OC)cc2)cc1 the results were N370S GC mod 8%, FEN1 inhibitor -1% and TDP1 inh -5%.
Screening NC(=O)c1ccc(N2CCN(c3ccc(O)cc3)CC2)c([N+](=O)[O-])c1 returned N370S GC mod -9%, FEN1 inhibitor -17% and TDP1 inh 5%.
`COC(=O)c1c(-c2ccc(Cl)cc2)noc1N1CCN(c2cccc(C(F)(F)F)c2)CC1` gave FEN1 inhibitor -3% and TDP1 inh -3%.
Screening COc1cc(CN2CCC(C(=O)NC3CCCC3)CC2)cc(Br)c1O returned N370S GC mod -8%, FEN1 inhibitor -7% and TDP1 inh 0%.
For CC1(C)CC(NC(=O)c2cc(S(=O)(=O)N3CCOCC3)c(Cl)cc2Cl)CC(C)(C)N1 the results were N370S GC mod -3%, FEN1 inhibitor -4% and TDP1 inh 0%.
CCCC(=O)Nc1nc2c(ncn2[C@@H]2O[C@H]3COP(=O)(O)O[C@@H]3[C@@H]2OC(=O)CCC)c(=O)[nH]1 was read as N370S GC mod -5%&4% and TDP1 inh 7%&6%.
`COc1cccc(CNCc2ccccc2Br)c1OC` gave N370S GC mod -1% and FEN1 inhibitor -8%.
For Cc1ccccc1C(=O)NNC(=S)Nc1cccc(C(F)(F)F)c1 the results were N370S GC mod 10%, FEN1 inhibitor 5% and TDP1 inh 8%.
COc1ccc(SCc2cc(=O)c3cc(Cl)ccc3[nH]2)cc1 was read as FEN1 inhibitor 9% and TDP1 inh 3%.
`CC(=O)CC(=O)Nc1ccc(Cl)cn1` gave N370S GC mod 15%, FEN1 inhibitor 0% and TDP1 inh inconclusive.
`Cc1nc2ccccn2c1CN(C)C(=O)C1CCC(=O)N(CCc2cccc(F)c2)C1` (stereo not given) gave N370S GC mod -7%, FEN1 inhibitor 21% and TDP1 inh 4%.
For O=C(Nc1cccc(Cl)c1)C1CCCN(c2nn3cc(-c4ccc(F)cc4)nc3s2)C1 (stereo not given) the results were FEN1 inhibitor -8% and TDP1 inh 4%.
COc1cc(OC)cc(C(=O)N[C@H](C(=O)Nc2cc(F)ccc2C)C(C)C)c1 was read as N370S GC mod -3% and FEN1 inhibitor 9%.

Sorted by count of non-hydrogen atoms (smallest number first): 4 of the compounds above.
Screening COc1cc(CN2CCC(C(=O)NC3CCCC3)CC2)cc(Br)c1O returned N370S GC mod -8%, FEN1 inhibitor -7% and TDP1 inh 0%.
For CC1(C)CC(NC(=O)c2cc(S(=O)(=O)N3CCOCC3)c(Cl)cc2Cl)CC(C)(C)N1 the results were N370S GC mod -3%, FEN1 inhibitor -4% and TDP1 inh 0%.
`Cc1nc2ccccn2c1CN(C)C(=O)C1CCC(=O)N(CCc2cccc(F)c2)C1` (stereo not given) gave N370S GC mod -7%, FEN1 inhibitor 21% and TDP1 inh 4%.
CCCC(=O)Nc1nc2c(ncn2[C@@H]2O[C@H]3COP(=O)(O)O[C@@H]3[C@@H]2OC(=O)CCC)c(=O)[nH]1 was read as N370S GC mod -5%&4% and TDP1 inh 7%&6%.

New compounds follow:
For CCCCCc1ccc(-c2ccc(/C=C/C(N)=O)cc2)nc1 the results were N370S GC mod 3%, FEN1 inhibitor 0% and TDP1 inh 1%.
COc1ccc(O[C@H]2C=C[C@@H](c3ccccc3)O[C@H]2COC(=O)CC/C(C)=N\O[C@@H](C)c2cn([C@H]3COC[C@H]3O)nn2)cc1 was read as N370S GC mod -8%[12.8 µM] and TDP1 inh 10%[21 µM].
O=C(Nc1ccccc1F)c1ccccc1-c1ccc(C(F)(F)F)cc1 was read as N370S GC mod 5%, FEN1 inhibitor -6% and TDP1 inh -1%.
`Cc1nc(NS(=O)(=O)c2ccccc2)sc1C(=O)NN` gave N370S GC mod -5%, FEN1 inhibitor 10% and TDP1 inh 1%.
For Fc1cccc(Nc2ncnc3sc4c(c23)CCC4)c1 the results were N370S GC mod 9%, FEN1 inhibitor -1% and TDP1 inh -8%.
For O=C(COC(=O)/C=C/c1ccccc1)NNC(=O)c1ccccc1F the results were N370S GC mod -7%, FEN1 inhibitor 4% and TDP1 inh -5%.
CCn1nnc(NC(=O)c2c(OC)cccc2OC)n1 was read as N370S GC mod -14%, FEN1 inhibitor -7% and TDP1 inh 0%.
`O=C(O)c1ccc(Cn2c(SCc3cc(=O)n4cc(Br)ccc4n3)nc3ccsc3c2=O)cc1` gave N370S GC mod 4% and TDP1 inh -6%.
For CC(C)CCNC(=O)Nc1ccc2c(c1)N(Cc1ccccc1)C(=O)c1ccccc1S2 the results were FEN1 inhibitor -14% and TDP1 inh 5%.
For Cc1cc(NS(=O)(=O)c2ccc(NC(=O)NC3CCCCC3)cc2)no1 the results were N370S GC mod -6%, FEN1 inhibitor -3% and TDP1 inh 1%.
Screening COc1ccc(N=C2NC(=O)/C(=C\C=C\c3ccco3)S2)cc1 returned N370S GC mod 2%, FEN1 inhibitor inconclusive and TDP1 inh 3%.
For Cc1cc(C)n(CCCNC(=O)Cn2nnnc2CN2C[C@@H](C)O[C@@H](C)C2)n1 the results were N370S GC mod -10%, FEN1 inhibitor 5% and TDP1 inh 3%.
`O=C1CSC(c2cn(-c3ccccc3)nc2-c2cc3ccccc3oc2=O)N1Cc1cccnc1` (stereo not given) gave N370S GC mod -8%, FEN1 inhibitor -5% and TDP1 inh 6%.
Screening CCC(=O)Nc1ccc2c(c1)C(=O)N(C1CCCCC1)C2=O returned N370S GC mod 6%, FEN1 inhibitor -7% and TDP1 inh 4%.
For COc1ccc(C(CC(=O)N2CCCC(C)C2)c2c(O)cc(OC)cc2OC)cc1 (stereo not given) the results were N370S GC mod -7%&-6%, FEN1 inhibitor 6%&-2% and TDP1 inh 11%&-1%.
Cc1ccc(NC(=O)CN(C)C(=O)COc2cc(F)ccc2[N+](=O)[O-])cc1 was read as N370S GC mod 3%, FEN1 inhibitor 2% and TDP1 inh 3%.
`CC(=O)Nc1nnc(SCC(=O)Nc2nc(C)cs2)s1` gave N370S GC mod -3%, FEN1 inhibitor -1% and TDP1 inh 2%.

Entries listed so far that contain bromine (4):
`O=C(OCC(=O)N1CCCc2ccccc21)c1ccc(Br)o1` gave N370S GC mod 20%, FEN1 inhibitor -4% and TDP1 inh 4%.
Screening COc1cc(CN2CCC(C(=O)NC3CCCC3)CC2)cc(Br)c1O returned N370S GC mod -8%, FEN1 inhibitor -7% and TDP1 inh 0%.
`COc1cccc(CNCc2ccccc2Br)c1OC` gave N370S GC mod -1% and FEN1 inhibitor -8%.
`O=C(O)c1ccc(Cn2c(SCc3cc(=O)n4cc(Br)ccc4n3)nc3ccsc3c2=O)cc1` gave N370S GC mod 4% and TDP1 inh -6%.
